GLS inh: qHTS for Inhibitors of Glutaminase (GLS). AID 624170, 2012. Potency, µM (doses to about 45.5 µM), for inactives: at the top dose activity change, negative = inhibition, usual class: inhibitors. 410,000 tested, 0.21% active. GLS enzymatic activity, qHTS titration; further: potency means the concentration at half of the fitted maximal effect; on the % scale 0 is the no-effect control and ±100 the full control effect
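Enzyme dispensed in phosphate buffer (45 mM, pH 8.2, 0.02% Tween-20), compounds pinned in, then 1 mM L-glutamine solution and the glutamate oxidase–HRP–Amplex Red mix added; fluorescence read immediately and again after 30 min at room temperature.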
BAZ2B inh: qHTS Assay for Inhibitors of BAZ2B | Bromodomain adjacent to zinc finger domain protein 2B (Homo sapiens), Q9UIF8 | AlphaScreen BAZ2B-H3K14Ac peptide displacement | Potency, µM (titrated, usually from 114 µM), for the others: at the highest dose activity change, negative = inhibition, actives largely listed as inhibitors | 360,000 tested, 4.4% active | AID 504333, 2011; further: potency means the concentration at half of the fitted maximal effect; on the % scale 0 is the no-effect control and ±100 the full control effect; nearly all actives have a fitted effect of over 60% in size
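Protein-peptide AlphaScreen: BAZ2B 50 nM, b-H3K14Ac 50 nM, 1x PBS pH 7.4 + 0.01% Tween-20. Preincubation 30 min RT; cpd 30 min RT (top 110 uM); beads 20 min RT, light-protected.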
G9a block: qHTS Assay for Inhibitors of Histone Lysine Methyltransferase G9a; Potency, µM (titrated, usually from 102 µM), without a hit: at the top dose activity, negative = inhibition, actives largely listed as inhibitors; 350,000 tested, 8.8% active; Histone-lysine N-methyltransferase EHMT2 (Homo sapiens), Q96KQ7; G9a H3K9 monomethylation, AlphaScreen, 2 h; further: potency means the concentration at half of the fitted maximal effect; on the % scale 0 is the no-effect control and ±100 the full control effect; nearly all actives have a fitted effect of over 75% in size
Target sequence (Q96KQ7 913-1193 limits assumed): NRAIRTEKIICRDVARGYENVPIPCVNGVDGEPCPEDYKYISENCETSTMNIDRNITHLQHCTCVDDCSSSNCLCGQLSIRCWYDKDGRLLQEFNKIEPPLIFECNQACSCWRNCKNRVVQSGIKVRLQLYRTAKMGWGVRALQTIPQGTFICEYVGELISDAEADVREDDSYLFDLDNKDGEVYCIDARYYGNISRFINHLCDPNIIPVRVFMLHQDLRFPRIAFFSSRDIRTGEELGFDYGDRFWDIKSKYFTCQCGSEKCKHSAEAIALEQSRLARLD
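Quantitative HTS format: methyltransferase activity on a biotin-tagged H3K9 peptide is measured by AlphaScreen, using a rabbit anti-monomethyl-H3K9 antibody with streptavidin donor and anti-IgG acceptor beads. Final levels are 20 nM enzyme, 500 nM peptide, 20 uM SAM; 2 h RT.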
RGS4 inhibitor: Inhibitors of Regulator of G Protein Signaling (RGS) 4: qHTS. 390,000 tested, 0.039% active. Transcreener GDP fluorescence polarization, RGS4-accelerated GTP hydrolysis. Regulator of G-protein signaling 4 (Homo sapiens), P49798. AID 504845, 2011. Potency, µM (top dose mostly 114 µM), without a hit: top-dose activity change, negative = inhibition, usual class: inhibitors; further: potency means the concentration at half of the fitted maximal effect; on the % scale 0 is the no-effect control and ±100 the full control effect; nearly all actives have a fitted effect of over 75% in size; some results filed as inactive show a strong effect at the top dose
Target sequence (P49798 whole entry, looked up): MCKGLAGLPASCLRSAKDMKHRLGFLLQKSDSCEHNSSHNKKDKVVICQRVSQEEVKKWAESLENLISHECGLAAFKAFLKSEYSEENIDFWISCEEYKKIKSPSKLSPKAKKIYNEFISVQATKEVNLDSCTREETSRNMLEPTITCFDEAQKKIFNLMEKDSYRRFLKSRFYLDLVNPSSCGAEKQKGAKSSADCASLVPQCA
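MLSMR compounds (23 nl, pin-transferred) preincubated 10 min at room temperature with a 500nM (2x) first reagent, then RGS4 at 900nM (2x) plus Transcreener GDP mix added; fluorescence polarization (620/688 nm) read before and after 90 min at 30 °C.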
PI4K2A block: qHTS for small molecular inhibitors of PI4K2A; purified PI4K2A, ADP-Glo luminescence, 1 h; active compounds read low; activity change, negative = inhibition, % at 76.9 µM; 420,000 tested, 0.13% active; AID 1346378, 2018; in the data active means activity change below about -50%; inconclusive means mostly about -30% to -49%;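 further: -100% = wells without enzyme as full effect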
Target sequence (Q9BTU6 whole entry, looked up): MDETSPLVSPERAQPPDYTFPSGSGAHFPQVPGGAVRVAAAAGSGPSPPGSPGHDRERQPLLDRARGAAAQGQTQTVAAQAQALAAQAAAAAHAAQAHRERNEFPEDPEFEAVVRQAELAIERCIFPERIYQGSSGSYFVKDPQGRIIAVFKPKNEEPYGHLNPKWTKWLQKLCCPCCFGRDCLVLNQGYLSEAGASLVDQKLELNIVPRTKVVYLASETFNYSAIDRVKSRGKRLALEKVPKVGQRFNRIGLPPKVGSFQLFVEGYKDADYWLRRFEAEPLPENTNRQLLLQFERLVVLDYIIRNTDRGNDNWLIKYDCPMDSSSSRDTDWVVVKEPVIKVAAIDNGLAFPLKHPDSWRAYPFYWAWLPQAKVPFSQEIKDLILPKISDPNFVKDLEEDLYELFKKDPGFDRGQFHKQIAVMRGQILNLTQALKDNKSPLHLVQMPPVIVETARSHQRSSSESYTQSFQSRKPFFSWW
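In this quantitative HTS, ADP production by PI4K2A was quantified luminescently after 1 h at ambient temperature; 100 microM adenosine served as plate-quality control.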
12-LOX inh: Primary qHTS assay for inhibitors of human arachidonate 12S-lipoxygenase (ALOX12): Round 2; Polyunsaturated fatty acid lipoxygenase ALOX12 (Homo sapiens), P18054; purified 12hLO, xylenol orange hydroperoxide absorbance; Potency, µM (doses to about 108 µM), inactives show top-dose activity change, negative = inhibition, actives largely listed as inhibitors; 580,000 tested, 1.1% active; AID 1671190, 2021; further: potency means the concentration at half of the fitted maximal effect; on the % scale 0 is the no-effect control and ±100 the full control effect
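Purified human 12hLO (150 nM final) in 25 mM Hepes, 0.01% Triton X-100, pH 7.0 was preincubated 15 min at room temperature with compound. Then 40 uM arachidonic acid was added, 30 min. Hydroperoxide was read by Fe-XO absorbance ratio 573/405 nm.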
HP1b chromo inh: HTS for Inhibitors of HP1-beta Chromodomain Interactions with Methylated Histone Tails; Chromobox protein homolog 1 (Homo sapiens), P83916; AlphaScreen HP1-beta / biotin-H3K9me3 peptide binding; Potency, µM (series often up to 114 µM), for the others: at the top dose activity change, negative = inhibition, actives largely listed as inhibitors; 390,000 tested, 0.56% active; further: potency means the concentration at half of the fitted maximal effect; nearly all actives have a fitted effect of over 70% in size; inactives centre near 23
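HP1-beta protein (50 nM final) preincubated 30 min at room temperature with biotinylated H3(1-18)K9me3 peptide (50 nM) in PBS pH 7.4, 0.01% Tween-20, then compound added for 30 min. AlphaScreen streptavidin donor/nickel chelate acceptor beads (10 ug/mL final), 30 min dark, luminescence read.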
JMJD2A Tudor inh: qHTS Assay for Inhibitors of JMJD2A-Tudor Domain; Lysine-specific demethylase 4A (Homo sapiens), O75164; AlphaScreen JMJD2A-Tudor / H3K4me3 peptide binding; Potency, µM (doses to about 114 µM), inactives show at the highest dose activity change, negative = inhibition, usual class: inhibitors; 390,000 tested, 4.4% active; AID 504339, 2011; further: potency means the concentration at half of the fitted maximal effect; on the % scale 0 is the no-effect control and ±100 the full control effect; nearly all actives have a fitted effect of over 50% in size
ERG Ets-DNA blk: qHTS for Small Molecule Inhibitors of the ERG Ets/DNA interaction; Transcriptional regulator ERG (Homo sapiens), P11308; fluorescence polarization, His-ERG Ets domain / labelled DNA; Potency, µM (series often up to 76.9 µM), for the others: at the top dose FP activity, negative = inhibition, actives largely listed as inhibitors; 370,000 tested, 0.028% active; active means well fitted inhibition curve with a large enough effect in the polarisation, with a control signal flat; inconclusive means small, poorly fitted or top-dose-only effect, or effect the other way, or a change in a side signal; inactive means no such curve, though single readings can be large or run the other way; the % refers to the polarisation;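 further: polarization taken with two DNA probes labelled with fluorescein and Texas red; potency means the concentration at half of the fitted maximal effect; % of control where 0% means no effect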
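His-tagged ERG Ets domain (1 uM in the protein solution; 300mM KCl, 50mM Tris-HCl, 1mM EDTA, 1mM DTT, pH 7.5) received compound, then a probe mix of 5 nM fluorescein-DNA and 100nM Texas-615-DNA. Fluorescence polarization was read for both dyes.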
Active calls of the source: *; ? = inconclusive; · = no result given; & = joins results of further samples; [ ] = dose if it differs, or a comment. Unless noted, the call rests on the fitted dose curve; in most records, active means well fitted curve in the direction sought with a large enough effect; inconclusive means small, poorly fitted or top-dose-only effect, or another doubt; inactive means no such curve, though single readings can be large; an effect the other way counts as inactive or inconclusive. Some of the compounds tested. The share of hits here may be higher or lower than overall.

SMILES	GLS inh	BAZ2B inh	G9a block	RGS4 inhibitor	PI4K2A block	12-LOX inh	HP1b chromo inh	JMJD2A Tudor inh	ERG Ets-DNA blk
CCC(NC(=O)NCc1ccc2c(c1)OCO2)(C(F)(F)F)C(F)(F)F	-1%	2%	1%[12.7 µM]	-13%	-3	?	41%	-8%	2%
COC(=O)C(C)N1C(=O)S/C(=C/c2cc(C)n(-c3ccccn3)c2C)C1=O (configuration not stated)	1%	?	?	-6%	-3	?	20%	-28%	3%
Cc1cc2nc(C(F)(F)F)cc(-c3cccs3)n2n1	1%	24%	56%[activator]	7%	-3	-9%	53%[activator]	4%	19%
Cc1ccc(NC(=O)c2ncn(CCCNCCCN3CCCC3=O)n2)cc1C	-4%	·	·	-13%	-5	-2%	2%	-9%	9%
Cc1ccc(Cl)cc1NC(=O)CCCN1C(=O)c2cccnc2C1=O	7%	?	?	28%	1	-9%	3%	-25%	8%
O=C(CN1C(=O)C2C3C=CC(C4CC34)C2C1=O)Nc1cccc2ncccc12 (configuration not stated)	2%	-19%	16%	4%[11.4 µM]	3	-24%	1%	-16%	9%
Cc1cc(-c2ccccc2)nc2cc(C(=O)N(Cc3ccccc3)Cc3ccccc3)nn12	8%	34%	48%[activator][59 µM]	-9%	-1	-16%	108%[activator]	17%	-4%
CCN(CC)c1ccc(S(=O)(=O)N2CCOCC2)cc1NC(=O)C1CC1	1%	-8%	9%[2.33 µM]	-35%	3	196%[activator]	26%	-5%	·
COc1ccc(OC)c(CC(=O)NC(c2ccccc2)c2ccccc2)c1	2%	-4%	1%	10%	-3	23%&-5%	14%	-16%	3%
CCCn1c(NCc2cc(OC)ccc2OC)nc2ccccc21	8%	?	-48%	-24%	-5	1%	19%	-19%	-14%
CCC(CC)NC(=O)CSc1ccc(S(=O)(=O)N2CCOCC2)cn1	10%	-5%	?	3%	0	-19%	39%	-3%	-4%
COc1cc2c(cc1OC)[C@@H](NC(=O)CCC1CCCCC1)[C@H](O)C2	-12%	·	·	14%	5	8%	34%	10%	7%
CCn1c(SCC(=O)Nc2ccc3c(c2)OCO3)nc2ccccc21	-2%	-4%	-6%[59 µM]	-9%[56.9 µM]	-6	4%	31%	-24%[57.1 µM]	1%
COCCCN1C(=O)C(=O)/C(=C(/O)c2ccc(S(=O)(=O)N3CCCCC3)cc2)C1c1ccc(O)cc1 (configuration not stated)	35%[activator]	9%	?	-5%	-26	?	28%	-12%	-6%
Cc1cc(F)ccc1NC(=O)CN1C(=O)CCc2cc(S(=O)(=O)N3CCOCC3)ccc21	-7%	-3%	6%[12.7 µM]	-7%	5	8%	25%	2%	-2%
CC1(C)CC2CC(C)(CN2C(=O)COC(=O)Cn2[nH]c(=O)c3ccccc3c2=O)C1 (configuration not stated)	1%	1%	15%	-10%[56.9 µM]	1	0%	49%[activator]	-11%[57.1 µM]	3%
COc1ccc(N2CCN(C(=O)C3CC(O)CN3S(=O)(=O)c3ccc([N+](=O)[O-])cc3)CC2)cc1 (configuration not stated)	33%[activator]	-11%	45µM*	-4%	-3	?	25%	-10%[57.1 µM]	2%
COc1cc(/C=C/C(=O)OCC(=O)N2CCCCCC2)ccc1OCC#N	1%	1%	-4%	26%	-6	-1%	27%	-5%	9%
C=CCN(Cc1ccc(Cl)s1)C(=O)CNC(=O)CNC(=O)c1ccc(Cl)cc1Cl	-8%	12%	-9%[59 µM]	19%	-3	36%	30%	-9%	-7%
O=C(O)CN1C(=O)/C(=C\c2cc([N+](=O)[O-])ccc2OCc2ccccc2Cl)SC1=S	?	50µM*	35µM*	?	-1	14µM*	?	50µM*	-1%
CCOc1ccc(N2C(=O)CC(NC3CCN(C(=O)c4cccc(Cl)c4)CC3)C2=O)cc1 (configuration not stated)	-12%	-34%	?	7%	3	?	59%[activator]	-10%	10%
CC1CCN(C(=O)COC(=O)/C=C/c2ccco2)CC1	-22%	·	·	?	-29	0%	0%	-14%	23%
Cc1csc(NC(=O)COCC(=O)O)c1-c1nc2ccccc2s1	-28%	-4%	-30%	21%	-4	0%	16%	9%	-1%
Cc1c(Cl)cccc1NC(=O)C1CCCN(S(C)(=O)=O)C1 (configuration not stated)	0%	-3%	-13%[59 µM]	13%	-3	0%	43%[activator]	-10%	-1%

Record cards, as listed above. Screens in order: GLS inh	BAZ2B inh	G9a block	RGS4 inhibitor	PI4K2A block	12-LOX inh	HP1b chromo inh	JMJD2A Tudor inh	ERG Ets-DNA blk
`Cc1cc(F)ccc1NC(=O)CN1C(=O)CCc2cc(S(=O)(=O)N3CCOCC3)ccc21` is listed as -7%	-3%	6%[12.7 µM]	-7%	5	8%	25%	2%	-2%
`CC1(C)CC2CC(C)(CN2C(=O)COC(=O)Cn2[nH]c(=O)c3ccccc3c2=O)C1` (configuration not stated) is listed as 1%	1%	15%	-10%[56.9 µM]	1	0%	49%[activator]	-11%[57.1 µM]	3%
`Cc1csc(NC(=O)COCC(=O)O)c1-c1nc2ccccc2s1` is listed as -28%	-4%	-30%	21%	-4	0%	16%	9%	-1%

(further entries)
SMILES	GLS inh	BAZ2B inh	G9a block	RGS4 inhibitor	PI4K2A block	12-LOX inh	HP1b chromo inh	JMJD2A Tudor inh	ERG Ets-DNA blk
CCC(=O)N1CCc2cc(S(=O)(=O)CCC(=O)Nc3ccc(C)cn3)ccc21	0%	-9%	-9%	3%[11.4 µM]	-1	-11%	54%[activator]	-9%	4%
CC(=O)c1ccc(S(=O)(=O)N2Cc3ccccc3CC2C(=O)O)cc1 (configuration not stated)	-8%	?	40µM*	-15%	-2	-8%	0%	18µM*	0%
CN(C)CCCN(C(=O)COc1ccccc1)c1nc2cc3c(cc2s1)OCO3	8%	-33%	50µM*	-6%	2	159%[activator]	9%	-15%	8%
Cc1cccc(C)c1NC(=O)C(=O)NCC(c1ccc2c(c1)OCO2)N1CCOCC1 (configuration not stated)	14%	5%	14%[59 µM]	32%	1	1%	18%[57 µM]	-9%	-6%
Cc1ccc(CNc2ncnc3[nH]ncc23)cc1	-2%	·	·	-10%	-1	-9%	29%	-14%	6%
Cc1cccc(NC(=O)C(Cc2ccccc2)n2cccc2)c1 (configuration not stated)	-11%	?	·	-8%	10	25%	5%	3%	-19%
N#Cc1cc2cc3c(cc2nc1N1CCCCC1)OCCO3	-12%	82%[activator]	?	?	-10	?	127%	22%	-5%
Cc1ccnc(NC(=O)c2ccc(OCC3CCCO3)cc2)c1 (configuration not stated)	4%	3%	-2%	-16%	-63*	-28%	15%	-14%	9%
Clc1ccc(Cc2noc(CN3CCN(c4ccccc4)CC3)n2)c(Cl)c1	0%	-6%	7%[12.7 µM]	-33%	-1	-10%	34%[activator]	-18%	·
CSCC[C@H](NC(=O)c1ccc(OCC2CCCO2)cc1)c1nc2ccccc2[nH]1 (some centres not stated)	2%	·	·	11%	-3	-12%	8%	-20%	-4%
O=C1NC(=S)N/C1=C\c1ccc(Oc2ccc(C(F)(F)F)cc2[N+](=O)[O-])c(Cl)c1	1%	1%	8%[12.7 µM]	-31%	4	?	19%	4%	4%
CC(C)(C)OC(=O)N(Cc1ccccc1)Cc1ccccc1OCc1ccc(NC(=O)C2CCC2)cc1	-6%	·	·	2%	-5	?	58%[activator]	-10%	16%
CC(C)c1ccc(S(=O)(=O)N2CCN(C(C)C(=O)NC3CCCC3)CC2)cc1 (configuration not stated)	-3%	5%	-8%[2.33 µM]	11%	-1	0%	27%	-17%	1%
C#CCOC(=O)Nc1ccc(=O)n(Cc2c(Cl)cccc2Cl)c1	·	-31%	-48%	-2%	3	-16%	24%	-7%	6%
COC(=O)c1ccc2c(=O)n(CC3CCCO3)c(SCC(=O)Nc3ccccc3OC)nc2c1 (configuration not stated)	-1%	-3%	0%[59 µM]	-52%	-4	-12%	6%	-12%	2%
O=C(CCN1C(=O)/C(=C/c2cccc(Br)c2)SC1=S)Nc1cccnc1	1%	2%	?	-11%	-3	-2%	13%	?	11%

Assay outcomes from PubChem.
